HepG2 tox: qHTS for Inhibitors of TGF-b: Cytotox Counterscreen. HepG2 CAGA-GFP viability, ATP luminescence, 18 h. Potency, µM (series often up to 46.1 µM), inactives show at the highest dose activity change, negative = cytotoxicity, hits mostly cytotoxic. actives 0.76% (n = 410,000); note: potency is the fitted concentration of half-maximal effect; some results filed as inactive show a strong effect at the top dose
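HepG2 CAGA-GFP cells (1000/well, DMEM with 1% FBS) received compound, then TGF-beta at 500 pg/mL final, and were incubated 18 hours at 37 degrees C. Viability was read by CellTiter-Glo luminescence. Media-only wells were set as complete cell-killing and DMSO as no toxicity.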
TGFb inhibitor: qHTS for Inhibitors of TGF-b. actives 1.2% (n = 410,000). Potency, µM (highest dose often 46.1 µM), for the others: at the top dose activity, negative = inhibition, usual class: inhibitors. HepG2 CAGA-GFP TGF-b/SMAD3 reporter, GFP fluorescence, 18 h; TGF-beta stimulated, 500 pg/mL final; note: potency is the fitted concentration of half-maximal effect; % is set by controls: 0 for no effect and ±100 for the full control effect; nearly all actives have a fitted effect of over 65% in size
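Inhibition was scored as loss of TGF-beta-induced (500 pg/mL final, 18 hours, 37 degrees C) GFP in HEPG2 cells carrying a CAGA-GFP reporter, in DMEM with 1% FBS. Well GFP was summed per cell; Activity was normalised to unstimulated and stimulated DMSO wells, then concentration-response fitting.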
pAkt inh: HTS Assay for Inhibitors of Akt Phophorylation: Primary Screen; Neuro2A IGF-stimulated pAkt S473 HTRF, 20 min; hits give low values; activity change, % for hits at 50 µM; actives 0.32% (n = 360,000); in the data active = activity change below about -80%; inconclusive = mostly about -51% to -80%; note: % is set by controls: 0 for no effect and ±100 for the full control effect
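Neuro2A cells in DMEM with 0.5% FBS, overnight at 37 deg C, given compound at single 50 µM final, then IGF (6 nM final) for 20 min at 37 deg C. Lysed; phospho-Akt Ser473 by HTRF after 24 h, 665/615 ratio.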
ATXN viability: Viability Counterscreen for Primary qHTS for Inhibitors of ATXN expression; S2 cells (HEK-293 line with an ATXN2-luciferase reporter) viability, CellTiter-Fluor protease fluorescence, 24 h; Potency, µM (doses to about 56.7 µM), most hits filed as cytotoxic; actives 0.49% (n = 400,000); note: potency is the fitted concentration of half-maximal effect; nearly all actives have a fitted effect of over 40% in size
Nrf2 activator: qHTS of Nrf2 Activators; AREc32 ARE-luciferase reporter (MCF7-derived line), luminescence, 24 h; Potency, µM (top dose mostly 46.1 µM), without a hit: at the top dose activation, hits mostly activators; actives 0.31% (n = 410,000); AID 624171, 2012; note: potency is the fitted concentration of half-maximal effect; % of control where 0% means no effect; nearly all actives have a fitted effect of over 65% in size
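Reporter line AREc32 (ARE-Fluc), seeded overnight in OPTI-MEM with 5% FBS; compound pin-transferred, 24 hr at 37 deg C, 5% CO2; luminescent read-out.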
MmCpn inh: Inhibitors of TCP-1 ring complex (TRiC) of Methanococcus maripaludis (MmCpn): qHTS. Chaperonin Mm-Cpn (Methanococcus maripaludis). purified Mm-Cpn ATPase, ADP Transcreener TR-FRET. Potency, µM (doses to about 76.9 µM), without a hit: at the highest dose activity, negative = inhibition, actives largely listed as inhibitors. actives 0.031% (n = 330,000). AID 504842, 2011; note: potency is the fitted concentration of half-maximal effect; % is set by controls: 0 for no effect and ±100 for the full control effect; nearly all actives have a fitted effect of over 80% in size
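Quantitative HTS used 25 nM Mm-CPN and 10 uM ATP in magnesium/KCl Tris buffer, pH 7.4, with 1 mM DTT. Hydrolysis ran 30 min at 37°C; ADP was read by HTRF.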
CCT modulator: High-Throughput Screening for Modulators of Cytosolic Chaperonin Activity. actives 0.3% (n = 360,000). AID 651819, 2012. purified chaperonin ATPase assay, HTRF ADP detection, 30 min. activity change, % (test concentration not listed), hits read low; in the data active = activity change below about -30%; note: % is set by controls: 0 for no effect and ±100 for the full control effect
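Enzyme 40 or 20 nM (batch-dependent) in Tris pH 7.4/KCl/MgCl2/DTT; cpd 76 uM single point; ATP 10 uM; 30 min 37 °C; Transcreener ADP HTRF detection, 30 min RT; ratio 665/615.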
A549 viability: Nrf2 qHTS screen for inhibitors: counterscreen for cytotoxicity | A549 ARE-Fluc cells, CellTiter-Fluor viability, 18-24 h | Potency, µM (doses to about 46 µM), inactives show at the highest dose activity change, negative = cytotoxicity, most hits filed as inhibitors | actives 0.16% (n = 390,000) | AID 504648, 2011; note: potency is the fitted concentration of half-maximal effect; % is set by controls: 0 for no effect and ±100 for the full control effect
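Cytotoxicity counterscreen: CellTiter-Fluor fluorescence was measured in A549 ARE_Fluc cells after 18-24 h of compound exposure in a concentration series. The subsequent BugLite luminescent read reports ARE-luciferase activity.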
Nrf2 block: Nrf2 qHTS screen for inhibitors | A549 ARE-Fluc reporter, luciferase luminescence, 18-24 h | Potency, µM (doses to about 46 µM), for inactives: at the highest dose activity change, negative = inhibition, actives largely listed as inhibitors | actives 2.1% (n = 360,000) | AID 504444, 2011; note: potency is the fitted concentration of half-maximal effect; % is set by controls: 0 for no effect and ±100 for the full control effect; nearly all actives have a fitted effect of over 60% in size
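Reporter: ARE-Fluc in A549. Exposure: 18-24 h, 37 °C, 5% CO2, 5% FBS OPTI-MEM. Readouts: fluorescent cytotoxicity (CellTiter-Fluor), then luminescent Nrf2 signal after BugLite.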
Numbers without * were called inactive; i = inactive; ? = inconclusive; . = not tested or not shown; [ ] = another dose, or the depositor's remark. Unless noted, calls come from the whole dose curve; as a rule, active = well fitted curve in the direction sought with a large enough effect; inconclusive = small, poorly fitted or top-dose-only effect, or another doubt; inactive = no such curve, though single readings can be large; an effect the other way counts as inactive or inconclusive.

cpd | canonical_smiles | HepG2 tox | TGFb inhibitor | pAkt inh | ATXN viability | Nrf2 activator | MmCpn inh | CCT modulator | A549 viability | Nrf2 block
1 | CSCCC(NC(=O)COc1ccccc1)C(=O)N(C)CC(=O)Nc1ccc(C)cc1 (configuration not stated) | 17% | -10% | i | i | -0.7% | 2% | -1.4 | -1% | 8%
2 | CCN(CC(=O)Nc1ccc2c(c1)OCCO2)C(=O)CCc1ccccc1Cl | -13% | 1% | i | i | -0.1% | -1% | -4.4 | -13% | -7%
3 | COCCn1nnnc1CN(Cc1cc2cc(OC)c(OC)cc2[nH]c1=O)C1CCCC1 | -19% | -1% | i | i | 0.2% | -1% | -5.3 | -10% | 4%
4 | Cc1cccc(CC(=O)Nc2cc(=O)n(C)c(=O)n2C)c1 | 58% | 30%[activator] | i | i | 0.4% | 1% | -2.4 | 7% | -15%
5 | CCNC(=O)C1(C)CCN1C(=O)Cc1ccc(C(C)C)cc1 (configuration not stated) | 2% | 19% | i | i | -0.5% | . | 0.9 | . | .
6 | CC(C)(C)NC(=O)C12CCC(C)(c3nc4ccccc4nc31)C2(C)C (configuration not stated) | -18% | -16% | i | i | 0.1% | -1% | 1.0 | ? | -33%
7 | Cc1cccc(C(C)C)c1NC(=O)COC(=O)C1CC(=O)N(Cc2ccccc2)C1 (configuration not stated) | -2% | -16% | i | i | -0.5% | 0% | -0.6 | -5% | 8%
8 | NC(=O)CSc1nc2cc(S(=O)(=O)N3CCOCC3)ccc2o1 | -2% | 14% | i | i | -0.3% | 2% | 0.2 | -1% | -16%
9 | Cc1ccc(Oc2ccccc2NC(=O)CSCC(=O)Nc2cc(C)on2)cc1 | -27% | -16% | i | i | 3.5% | 0% | -3.3 | -14% | ?
10 | O=C(Nc1ccccc1N1CCCC1)c1ccc([N+](=O)[O-])o1 | -81% | 25µM* | i | ? | ? | 2% | -0.9 | ? | 16µM*
11 | N#C/C(=C\c1ccco1)C(=O)Nc1ccc(S(N)(=O)=O)cc1 | -1% | -19% | i | i | -0.2% | -1% | -0.3 | 11% | -3%
12 | COc1ccc(/C=N/NC(=O)C2C3CCCCC32C)cc1OC (configuration not stated) | -3% | -11% | i | i | -0.2% | -1% | -0.9 | 2% | -10%
13 | Cc1ccc(NC(=O)N2CCN(C)CC2)cc1NC(=O)N1CCN(C)CC1 | 26% | 4% | i | i | -0.2% | -2% | -0.9 | -8% | -13%
14 | Cc1ccc(S(=O)(=O)N/N=C2/CC(c3ccccc3)Oc3ccccc32)cc1[N+](=O)[O-] (configuration not stated) | -31% | -17% | i | i | 14% | 3% | -0.7 | -15% | ?
15 | O=C(NN=Cc1ccc(Cl)cc1Cl)c1ccccc1 | -39% | -17% | i | i | 6.2% | . | 2.8 | . | .
16 | CC(OC(=O)c1cccc(-n2cnnn2)c1)C(=O)c1ccccc1 (configuration not stated) | 6% | 1% | i | i | 1.6% | 0% | 2.3 | 1% | 0%
17 | Nc1ccc(N=Nc2ccccc2)c2ccccc12 | 1% | 2% | i | i | 30% | 0% | -0.2 | 2% | -15%
18 | O=C1C(C2=NC(C(=O)O)C3C(=O)N(c4ccc(Cl)cc4)C(=O)C23)=C(O)c2ccccc21 (configuration not stated) | -20% | -17% | i | i | -0.1% | 1% | -2.4 | 3% | 2%
19 | C(=N/N1CCN(c2ccccc2)CC1)/c1ccncc1 | -12% | -2% | i | i | 1.7% | 1% | 2.5 | 1% | ?
20 | CCOc1ccc(OCCC(=O)N(CC(C)C)c2c(N)n(Cc3ccccc3)c(=O)[nH]c2=O)cc1 | -14% | 4% | i | i | 2.3% | . | 2.2 | 6% | 7%
21 | Cc1cc(C)c(C#N)c(SCC(=O)Nc2ccccc2C(N)=O)n1 | -16% | 4% | i | i | 2.5% | -7% | -0.5 | 2% | 9%
22 | CCOc1ccccc1NC(=O)C1CCN(S(=O)(=O)c2ccc3c(c2)CCCN3C(C)=O)CC1 | -22% | ? | . | i | 3.3% | . | . | 11% | .
23 | O=C(NCc1cccs1)C1CCCN(S(=O)(=O)c2cnc[nH]2)C1 (configuration not stated) | 6% | 0% | i | i | -0.1% | 0% | -1.9 | 2% | -4%
24 | O=C1C(=Cc2cccc(F)c2)Cc2ccccc21 | -29% | ? | i | i | 10µM* | . | -2.2 | . | .
25 | S=C1NC[C@H](Cc2cccc3ccccc23)N1CC1CCCCC1 | -8% | ? | i | i | -0.1% | 1% | -3.2 | 8% | -3%
26 | Cn1cc(C(=O)N2CCN(c3cccc(C(F)(F)F)c3)CC2)c2c3ccccc3n(C)c2c1=O | -106% | ? | . | . | -3.6% | . | . | -11% | ?
27 | CCOC(=O)C1C(=O)Nc2nc(C)nn2C1c1ccccc1 (configuration not stated) | -1% | -1% | i | i | -0.4% | 1% | -1.6 | -4% | 5%
28 | CSc1ncnc2c1ncn2CCCN1CCN(c2ccccn2)CC1 | -19% | -10% | i | i | 4.6% | . | 0.5 | . | .
29 | CCN=C1S/C(=C/c2ccc(-c3ccc(Cl)cc3C(=O)O)o2)C(=O)N1CC | -24% | -1% | i | i | 0.5% | 0% | 1.8 | ? | -30%
30 | O=C(NCC(=O)N1CCN(C/C=C/c2ccccc2)CC1)c1ccc(Br)cc1 | -37% | -23% | i | i | 7.2% | ? | -2.1 | -8% | ?
31 | Cc1ccc(N2CC(C(=O)Nc3cccc(S(=O)(=O)N4CCOCC4)c3)CC2=O)cc1 (configuration not stated) | -4% | -1% | i | i | -1.1% | . | 1.1 | . | .
32 | COc1ccccc1C(=O)NCCC(=O)Nc1ccncc1 | -3% | 0% | i | i | -0.5% | -1% | 0.9 | -4% | ?
33 | Cc1cc2oc(=O)cc(CN3CCc4ccccc43)c2cc1Cl | -8% | -15% | i | i | 12% | -3% | 2.8 | -4% | -3%
34 | CCCCN(C)C(=O)C1CCCN(c2ncnc3onc(C)c23)C1 (configuration not stated) | -13% | -27% | . | i | 4.1% | . | . | -21% | 9.2µM*
35 | COc1cc(C(=O)N/N=C(\C)c2ccc(NC(=O)Cc3ccccc3)cc2)ccc1O | 2% | 8% | i | i | -0.3% | 2% | 0.6 | -2% | ?
36 | COC(=O)c1ccc(C(=O)OC)c(NC(=S)N2CCC(C)CC2)c1 | 15% | -2% | i | i | 3.8% | 1% | -3.1 | -5% | 25%
37 | O=C(Nc1ccc(N2CCCC2=O)cc1)c1cccc(F)c1 | -20% | 14% | i | i | 1.7% | -2% | -1.8 | -1% | ?
38 | O=C(NC1CCCCC1)c1cc(-c2ccccc2O)on1 | -6% | 2% | i | i | 2.4% | 0% | 2.2 | -2% | 9%
39 | CNC(=O)[C@@]1(Cc2ccccc2)C=C[C@@H](C)N1C(C)=O | 3% | ? | i | i | -1.2% | . | -1.2 | -9% | 4%
40 | CCN(c1ccc(NC(=O)COC(=O)C2CCN(c3ccc(C(F)(F)F)cn3)CC2)cc1)C(C)C | 2% | -2% | i | i | -0.2% | . | 0.4 | 5% | 2%

Single records (already shown). Order of values: HepG2 tox, TGFb inhibitor, pAkt inh, ATXN viability, Nrf2 activator, MmCpn inh, CCT modulator, A549 viability, Nrf2 block
CCN(c1ccc(NC(=O)COC(=O)C2CCN(c3ccc(C(F)(F)F)cn3)CC2)cc1)C(C)C is listed with 2%, -2%, i, i, -0.2%, ., 0.4, 5%, 2%
O=C(NCC(=O)N1CCN(C/C=C/c2ccccc2)CC1)c1ccc(Br)cc1 is listed with -37%, -23%, i, i, 7.2%, ?, -2.1, -8%, ?
COC(=O)c1ccc(C(=O)OC)c(NC(=S)N2CCC(C)CC2)c1 is listed with 15%, -2%, i, i, 3.8%, 1%, -3.1, -5%, 25%
O=C(NC1CCCCC1)c1cc(-c2ccccc2O)on1 is listed with -6%, 2%, i, i, 2.4%, 0%, 2.2, -2%, 9%
Cc1ccc(N2CC(C(=O)Nc3cccc(S(=O)(=O)N4CCOCC4)c3)CC2=O)cc1 (configuration not stated) is listed with -4%, -1%, i, i, -1.1%, ., 1.1, ., .

Continuation.
cpd | canonical_smiles | HepG2 tox | TGFb inhibitor | pAkt inh | ATXN viability | Nrf2 activator | MmCpn inh | CCT modulator | A549 viability | Nrf2 block
41 | CCCn1nnnc1NCc1ccccc1Cl | -2% | 11% | i | i | 0.2% | 0% | 0.7 | -6% | -2%
42 | O=C(COc1ccccc1Cl)NCCC1=CCCCC1 | -43% | ? | i | i | 0.6% | ? | -1.7 | 5% | 8%
43 | CC1CCc2c(sc3ncn(CC(=O)N4CCCCC4)c(=O)c23)C1 (configuration not stated) | -3% | ? | i | . | -1.5% | 4% | -1.8 | -1% | -13%
44 | Cc1c(CC(=O)NCC(=O)NCC(=O)O)c(=O)oc2cc3c(cc12)CCC(C)(C)O3 | 3% | 0% | i | i | 0.7% | -6% | -0.3 | 4% | 4%
45 | C/C(=C\C(=O)c1cccnc1)Nc1ccc(C(=O)O)cc1 | 8% | -1% | . | . | -1.0% | 0% | -1.1 | -7% | 5%

By substructure: the entries above with a CF3 group.
cpd | canonical_smiles | HepG2 tox | TGFb inhibitor | pAkt inh | ATXN viability | Nrf2 activator | MmCpn inh | CCT modulator | A549 viability | Nrf2 block
26 | Cn1cc(C(=O)N2CCN(c3cccc(C(F)(F)F)c3)CC2)c2c3ccccc3n(C)c2c1=O | -106% | ? | . | . | -3.6% | . | . | -11% | ?
40 | CCN(c1ccc(NC(=O)COC(=O)C2CCN(c3ccc(C(F)(F)F)cn3)CC2)cc1)C(C)C | 2% | -2% | i | i | -0.2% | . | 0.4 | 5% | 2%
